High-throughput results deposited in PubChem by National Center for Advancing Translational Sciences (NCATS).
ALOX12 inh: Primary qHTS assay for inhibitors of human arachidonate 12S-lipoxygenase (ALOX12): Round 2; Polyunsaturated fatty acid lipoxygenase ALOX12 (Homo sapiens), P18054; purified 12hLO, xylenol orange hydroperoxide absorbance; Potency, µM (series often up to 108 µM), for the others: top-dose activity change, negative = inhibition, usual class: inhibitors; 580,000 compounds, 1.1% hits; AID 1671190, 2021; further: potency means the concentration at half of the fitted maximal effect; on the % scale 0 is the no-effect control and ±100 the full control effect
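Purified human 12hLO at 150 nM in 25 mM Hepes, 0.01% Triton X-100, pH 7.0, preincubated 15 min at room temperature with compound. Reaction started with 40 uM arachidonic acid, 30 min at room temperature. Hydroperoxide measured by Fe-xylenol orange, 573/405 nm absorbance ratio.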
POLK inh: qHTS for Inhibitors of Polymerase Kappa. 400,000 compounds, 0.53% hits. AID 588579, 2011. purified Pol kappa, fluorescent DNA synthesis assay, 10 min. DNA polymerase kappa (Homo sapiens), Q9UBT6. Potency, µM (doses to about 107 µM), without a hit: at the top dose activity, negative = inhibition, usual class: inhibitors; further: potency means the concentration at half of the fitted maximal effect; on the % scale 0 is the no-effect control and ±100 the full control effect
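Fluorescent qHTS in 1536-well format: enzyme (10 nM) and compound sat 15 min at room temperature before 50 nM substrate (final) was added. Signal taken at 0 and 10 min; no-enzyme buffer wells were negative controls.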
Apoferritin bind: qHTS Assay for Identification of Novel General Anesthetics; Ferritin light chain (Equus caballus), P02791; apoferritin/1-aminoanthracene competitive binding, fluorescence; Potency, µM (highest dose often 77.5 µM), without a hit: top-dose activity change, negative = displacement, most hits filed as inhibitors; 350,000 compounds, 0.074% hits; further: potency means the concentration at half of the fitted maximal effect; on the % scale 0 is the no-effect control and ±100 the full control effect; nearly all actives have a fitted effect of over 20% in size
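Steps: apoferritin (10 uM) was premixed with half-saturated 1-AMA in PBS, compounds were pin-transferred, plates stood 10 min at room temperature, fluorescence was read at 380/535 nm, and curves were fitted with a Hill equation.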
POLB inh: qHTS Assay for Inhibitors of DNA Polymerase Beta; P06746; AID 485314, 2010; Potency, µM (highest dose often 114 µM), for inactives: at the highest dose activity change, negative = inhibition, usual class: inhibitors; Pol beta primer extension/strand displacement, fluorescence kinetic; 340,000 compounds, 1.3% hits; further: potency means the concentration at half of the fitted maximal effect; on the % scale 0 is the no-effect control and ±100 the full control effect
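Homogeneous kinetic assay of primer extension and strand displacement by 10 nM Pol beta, preincubated 15 min at room temperature with compound before 50 nM substrate (final) was added. Read at 0 and 10 min; four-parameter Hill fit.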
TRHR ag: qHTS for Small Molecule Agonists and Allosteric Enhancers of Human TRH Receptor: Primary Screen for Agonists. Thyrotropin-releasing hormone receptor (Homo sapiens), P34981. TRHR cells, calcium flux fluo-8, FDSS agonist mode. activation, % at 2 µM. 360,000 compounds, 0.18% hits; in the data active means activation above about 30%; further: 0% is about no effect
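TRHR-expressing cells loaded with fluo-8 calcium dye; 23 nL library compound pin-transferred, kinetic FDSS fluorescence (Ex 480/Em 530) recorded about 180 s for agonist-induced calcium release, before a 10 nM TRH EC20 addition for potentiator mode.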
BLM inh: qHTS Assay for Inhibitors of Bloom's syndrome helicase (BLM). RecQ-like DNA helicase BLM (Homo sapiens), P54132. recombinant BLM DNA unwinding, fluorescence dequenching. Potency, µM (highest dose often 56.1 µM), without a hit: at the top dose activity change, negative = inhibition, actives largely listed as inhibitors. 350,000 compounds, 0.2% hits;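 further: potency means the concentration at half of the fitted maximal effect; plate controls were vehicle for no effect and no enzyme for full effect; nearly all actives have a fitted effect of over 35% in size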
Target sequence (P54132 whole entry, looked up): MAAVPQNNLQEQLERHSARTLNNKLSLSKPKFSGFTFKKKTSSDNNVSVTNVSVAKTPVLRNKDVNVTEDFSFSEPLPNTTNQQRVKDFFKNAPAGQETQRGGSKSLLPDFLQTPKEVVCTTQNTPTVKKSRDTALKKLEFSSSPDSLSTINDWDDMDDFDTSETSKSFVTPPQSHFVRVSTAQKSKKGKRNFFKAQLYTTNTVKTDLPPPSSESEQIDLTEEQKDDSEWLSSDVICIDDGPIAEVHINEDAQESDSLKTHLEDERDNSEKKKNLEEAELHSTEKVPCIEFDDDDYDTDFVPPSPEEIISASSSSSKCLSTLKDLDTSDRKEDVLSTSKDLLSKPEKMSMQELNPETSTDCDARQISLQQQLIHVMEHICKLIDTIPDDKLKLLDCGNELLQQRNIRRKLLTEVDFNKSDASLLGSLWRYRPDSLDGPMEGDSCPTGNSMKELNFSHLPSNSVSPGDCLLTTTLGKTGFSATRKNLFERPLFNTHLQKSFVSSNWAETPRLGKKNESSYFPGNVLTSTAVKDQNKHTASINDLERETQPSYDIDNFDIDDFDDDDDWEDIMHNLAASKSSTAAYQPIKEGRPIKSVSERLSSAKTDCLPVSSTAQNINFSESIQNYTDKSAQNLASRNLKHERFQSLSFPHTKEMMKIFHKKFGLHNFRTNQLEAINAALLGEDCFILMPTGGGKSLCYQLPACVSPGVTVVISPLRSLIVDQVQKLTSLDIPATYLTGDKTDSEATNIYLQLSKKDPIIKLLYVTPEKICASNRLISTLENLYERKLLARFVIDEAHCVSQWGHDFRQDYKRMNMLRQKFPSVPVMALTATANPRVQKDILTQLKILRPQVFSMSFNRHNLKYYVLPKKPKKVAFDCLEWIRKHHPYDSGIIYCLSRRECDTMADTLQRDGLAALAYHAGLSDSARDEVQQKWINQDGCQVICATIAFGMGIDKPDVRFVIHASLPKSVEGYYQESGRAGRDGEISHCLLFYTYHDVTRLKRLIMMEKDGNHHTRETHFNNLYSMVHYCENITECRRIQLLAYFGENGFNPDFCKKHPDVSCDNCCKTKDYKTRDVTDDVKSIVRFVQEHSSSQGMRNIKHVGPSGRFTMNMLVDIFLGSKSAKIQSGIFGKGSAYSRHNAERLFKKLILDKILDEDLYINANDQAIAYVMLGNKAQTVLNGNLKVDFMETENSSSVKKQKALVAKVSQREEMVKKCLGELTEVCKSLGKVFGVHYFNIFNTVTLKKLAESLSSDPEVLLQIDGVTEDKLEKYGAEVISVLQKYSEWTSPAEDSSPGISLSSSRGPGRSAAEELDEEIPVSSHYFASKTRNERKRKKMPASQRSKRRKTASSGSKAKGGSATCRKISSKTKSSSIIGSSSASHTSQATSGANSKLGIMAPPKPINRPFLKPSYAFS
APE1 inh: qHTS Assay for Inhibitors of the Human Apurinic/apyrimidinic Endonuclease 1 (APE1). Potency, µM (highest dose often 65.8 µM), inactives show at the highest dose activity change, negative = inhibition, most hits filed as inhibitors. 350,000 compounds, 0.35% hits. recombinant APE1, TAMRA/BHQ-2 abasic DNA cleavage fluorescence. DNA repair nuclease/redox regulator APEX1 (Homo sapiens), P27695;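 further: potency means the concentration at half of the fitted maximal effect; plate controls were vehicle for no effect and reference inhibitor for full effect; nearly all actives have a fitted effect of over 55% in size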
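Measures dequenching upon AP-site incision of a 5'-TAMRA/3'-BHQ-2 THF-containing duplex, 50 nM; human APE1 0.75 nM after 15 min room-temperature exposure to compound; kinetic three-point read at one-minute spacing.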
Pol iota inh: qHTS for Inhibitors of Polymerase Iota | DNA polymerase iota (Homo sapiens), Q9UNA4 | Pol iota fluorescent replication assay, 10 min | Potency, µM (doses to about 115 µM), for the others: at the highest dose activity, negative = inhibition, usual class: inhibitors | 390,000 compounds, 1% hits; further: potency means the concentration at half of the fitted maximal effect
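Fluorescent replication assay read twice, at 0 min and 10 min after adding 50 nM (final) substrate. Enzyme (10 nM) and compounds were first incubated 15 min at room temperature; enzyme-free buffer wells were negative controls.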
ERG Ets-DNA blk: qHTS for Small Molecule Inhibitors of the ERG Ets/DNA interaction. fluorescence polarization, His-ERG Ets domain / labelled DNA. AID 624246, 2012. 370,000 compounds, 0.028% hits. Potency, µM (titrated, usually from 76.9 µM), inactives show at the highest dose FP activity, negative = inhibition, most hits filed as inhibitors; active means well fitted inhibition curve with a large enough effect in the polarisation, with a control signal flat; inconclusive means small, poorly fitted or top-dose-only effect, or effect the other way, or a change in a side signal; inactive means no such curve, though single readings can be large or run the other way; the % refers to the polarisation;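 further: polarization taken with two DNA probes labelled with fluorescein and Texas red; potency means the concentration at half of the fitted maximal effect; % of control where 0% means no effect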
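His-tagged ERG Ets domain (1 uM in the protein solution; 300mM KCl, 50mM Tris-HCl, 1mM EDTA, 1mM DTT, pH 7.5) received compound, then a probe mix of 5 nM fluorescein-DNA and 100nM Texas-615-DNA. Fluorescence polarization was read for both dyes.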
Numbers without * were called inactive; i = inactive; ? = inconclusive; nt = no result given; & = joins results of further samples; [ ] = another dose, or the depositor's remark. Unless noted, the call rests on the fitted dose curve; in most records, active means well fitted curve in the direction sought with a large enough effect; inconclusive means small, poorly fitted or top-dose-only effect, or another doubt; inactive means no such curve, though single readings can be large; an effect the other way counts as inactive or inconclusive. This is a subset (hit frequency here may not be typical).

SMILES,ALOX12 inh,POLK inh,Apoferritin bind,POLB inh,TRHR ag,BLM inh,APE1 inh,Pol iota inh,ERG Ets-DNA blk
Cc1cccc(C(=O)NCC(c2ccc3c(c2)OCO3)N2CCOCC2)c1 (configuration not stated),?,-4.2%[60.1 µM],6.3%,7.8%,-0.1,0.9%,nt,6.2%,2.7%
Oc1ccc(N=C/C=C/c2cccc(Br)c2)cc1-c1nc2ccccc2s1,nt,-38.5%,-10.4%,12.6µM*,0.6,-22.9%,-4.8%,10µM*,15.3%
C=CCC1NS(=O)(=O)OCC1NC(=O)OCC(Cl)(Cl)Cl (configuration not stated),9.3%,-16.8%,-12.3%,22.1%,0.0,-0.6%,23.3%,36.2%,-2.6%
CCCN1CCN(C(=O)Cn2ncc3c4ccccc4n(Cc4cccc(Cl)c4)c3c2=O)CC1,-20.7%,-4.4%,-12.7%,?,1.1,1.9%,nt,5.0%,-1.8%
COc1cc2c(cc1C1NC(=S)NC(C)=C1C(=O)N(C)C)CCCC2 (configuration not stated),-24.4%,-11.2%,-3.9%,3.3%,0.0,1.4%,0.1%,14.4%,2.8%
CCc1ccc(OCC(=O)Nc2ccc3c(c2)COC3=O)cc1,0.0%,3.6%,-12.1%,0.3%,-0.2,-0.3%,-2.6%,1.2%,11.8%
Cc1ccc(CNC(=O)CSc2nc(=O)n3cccc(C)c3n2)cc1,11.2%,-2.0%,nt,nt,-0.7,nt,39.2%,12.2%,7.6%
Cc1ccc(-n2c3c(cc(C(=O)NCc4ccco4)c2=O)C(=O)CC(C)(C)C3)cc1,0.0%,2.0%,?,-18.8%,0.4,-4.1%,-7.8%,-7.9%,3.1%
CCOC(=O)N1CCN(C(=O)C2COc3ccccc3O2)CC1 (configuration not stated),0.0%,-14.5%,-6.6%,-2.2%,0.4,-1.6%,2.2%,16.1%,2.0%
O=C(CCCN1C(=O)/C(=C/c2ccccc2)SC1=S)Nc1ccc(O)cc1,-5.5%,-0.4%[60.1 µM],?,0.3%,-0.2,-6.2%,-6.1%,-1.4%,7.2%

Reformatted with two lines to a compound: entries from further up
The line under a structure holds: ALOX12 inh, POLK inh, Apoferritin bind, POLB inh, TRHR ag, BLM inh, APE1 inh, Pol iota inh, ERG Ets-DNA blk
- CCOC(=O)N1CCN(C(=O)C2COc3ccccc3O2)CC1 (configuration not stated)
    0.0%, -14.5%, -6.6%, -2.2%, 0.4, -1.6%, 2.2%, 16.1%, 2.0%
- CCc1ccc(OCC(=O)Nc2ccc3c(c2)COC3=O)cc1
    0.0%, 3.6%, -12.1%, 0.3%, -0.2, -0.3%, -2.6%, 1.2%, 11.8%

(further entries)
SMILES,ALOX12 inh,POLK inh,Apoferritin bind,POLB inh,TRHR ag,BLM inh,APE1 inh,Pol iota inh,ERG Ets-DNA blk
CCOc1ccccc1-n1c(SCC(=O)NC)nnc1-c1ccco1,2.1%,-4.1%,-13.8%,15.2%,0.0,-0.3%,-0.6%,2.6%[58.9 µM],-7.7%
Cc1cc(C)cc(N(CCC#N)C(=O)CSc2n[nH]c(N)n2)c1,0.5%,-14.3%,nt,nt,-0.5,nt,1.2%,13.6%,-1.7%
O=C(NC1CCCCCC1)c1ccc(CN2CCOCC2)cc1,5.1%,1.3%,6.4%,0.4%,0.4,0.0%,-1.1%,9.9%,-8.5%
CCN(CC)C(=O)COc1ccc2oc(C)c(C(=O)OC)c2c1,29.8%,-3.5%,-8.7%,0.3%,-0.4,-1.6%,-1.5%,-3.3%,-2.9%
Cc1cccc(C)c1Nc1c(-c2ccccn2)nc2ccc(Cl)cn12,?,8.1%,-8.2%,0.6%,1.0,-1.6%,nt,-5.3%,-0.8%
CCOc1ccccc1OCCOCCN1CCN(Cc2ccccc2)CC1,?,2.2%,-6.4%,6.1%,0.3,-12.9%,-6.6%,56.2%[activator],6.2%
COc1ccc(-c2csc3ncnc(N4CCN(S(=O)(=O)c5ccc(C(C)=O)cc5)CC4)c23)cc1,-9.4%,-8.6%,nt,nt,-0.3,nt,0.2%,-4.2%,6.7%
COc1ccc(CNC(=O)C(=O)NCC(c2ccco2)N2CCOCC2)cc1 (configuration not stated),8.4%,-8.3%,27.5%,-0.3%,-1.5,3.1%,8.5%,?,nt
CCc1cc(=O)oc2cc(C)cc(OCC(=O)NCc3ccncc3)c12,-3.6%,10.3%,5.2%,4.7%,0.2,-0.4%,6.2%,36.2%[activator],3.8%
CCCC(C(=O)NCc1cccc(Cl)c1)N1Cc2ccccc2C1=O (configuration not stated),3.7%,-19.4%,0.6%,4.4%,-0.4,-2.7%,nt,13.2%,2.5%
Cc1[nH]n(-c2ccc(Cl)c(Cl)c2)c(=O)c1CCO,?,-9.6%,-11.6%,-9.0%,-0.1,-24.8%,3.6%,-0.1%,-10.4%
CC1=CC(=O)C2C(C)(C)CCC[C@@]2(C)[C@@]1(O)CCc1ccoc1 (some centres not stated),nt,-16.4%[60.1 µM],-6.4%,nt,nt,0.6%,20.9%,nt,nt
CCOC(=O)N/N=C(\C)c1ccc(C)c([N+](=O)[O-])c1,-1.6%,-2.8%,-18.8%,4.5%,-0.2,-11.2%,-4.4%,25.8%,10.1%
CCCCCCC1CCC(C(=O)Nn2c(C)nc3ccccc3c2=O)CC1 (configuration not stated),5.6%,-4.5%,-10.1%,3.5%,2.0,-5.4%,-2.1%,29.4%,nt
O=C(O)c1ccc2c(=O)n3c(nc2c1)/C(=C/c1ccc(C(F)(F)F)cc1)CC3,?,4.1%,3.4%,4.5%,-0.2,-8.6%,-0.4%,79.4µM*,-3.9%
O=C(O)COc1ccc2c3c(c(=O)oc2c1)CCC3,4.7%,2.3%,-4.3%,0.3%,-0.3,0.2%,-6.2%,?,5.8%
Cc1cc(C)c(OCC(=O)OC(C)C(=O)NCc2ccccc2)c(C)c1 (configuration not stated),-8.6%,-29.2%,nt,nt,-1.1,nt,-2.0%,?,2.8%
COc1ccc(NC(=S)c2ccc3ccccc3n2)cc1,nt,14.3%,-10.1%,7.2%,-0.1,-4.5%,14.0%,29.9%,-17.0%
CCn1c(C)c(C)c2cc(C(=O)NCCc3ccco3)ccc21,-10.5%,-17.1%,2.5%,-15.7%,0.4,-4.2%,-3.1%,-29.3%,7.6%
CC(C)(C)NC(=O)C(=O)NNC(=O)COc1ccc(Br)cc1,-19.8%,-12.2%,-16.0%,11.8%,0.1,0.3%,0.6%,12.4%,7.0%
CC(NC(=O)c1cc2cc(Cl)ccc2oc1=N)c1ccccc1 (configuration not stated),i,-5.8%,-8.5%,45.0%,-0.8,-12.9%,6.7%,34.9%[activator],6.0%
Cc1cccc(-n2c(-c3ccco3)nc3c(cnn3-c3ccccc3C)c2=O)c1,?,-4.9%,-21.1%,5.7%,-0.8,-2.5%,nt,-6.0%,-6.3%
Cc1ccc(CC(=O)N2CCN(S(=O)(=O)c3ccccc3)CC2)cc1C,-1.4%,-8.7%,nt,nt,-0.3,nt,-0.3%,4.8%,7.1%
CC(C)(C)c1cc(O)c(C(C)(C)C)cc1O,10.8%[176 µM],-1.5%&-10.7%[19.4 µM],-9.6%,nt,nt,0.7%,-3.3%&-7.6%,nt,nt
CN(C)CCn1c2c(c(SCC(=O)Nc3ccc4c(c3)OCCO4)nc1=O)CCCC2,-1.0%,0.4%,nt,nt,-1.0,nt,1.3%,29.0%,0.5%
O=C1c2ccccc2S(=O)(=O)c2cc(C(=O)N3CCN(c4ccccc4)CC3)ccc21,1.2%,1.5%,nt,nt,nt,nt,nt,9.0%,-14.5%
CCOC(=O)CN(C(=O)c1snc(C(N)=O)c1N)C(C(=O)NCCC(C)C)c1ccc(F)cc1 (configuration not stated),?,-16.4%,-22.3%,13.1%,-1.0,-2.0%,0.9%,0.1%,-8.4%
O=C(C1CCN(c2nnc(-n3cccc3)s2)CC1)N1CCOCC1,9.3%,-0.3%,-2.6%,3.8%,0.5,1.7%,-4.2%,-13.6%,7.2%
COc1ccc(OCC(O)Cn2c(N)nc3c2c(=O)[nH]c(=O)n3C)cc1 (configuration not stated),0.0%,-3.1%,-2.6%,13.0%,0.4,-1.5%,-2.0%,26.2%,0.8%
COc1cc(C[C@@H](C)[C@@H](C)Cc2ccc(O)c(OC)c2)ccc1O,?,-10.6%,nt,nt,nt,nt,-16.4%,2.4%,8.3%

Some of these compounds in order of the BLM inh value, rising.
SMILES,ALOX12 inh,POLK inh,Apoferritin bind,POLB inh,TRHR ag,BLM inh,APE1 inh,Pol iota inh,ERG Ets-DNA blk
CC(NC(=O)c1cc2cc(Cl)ccc2oc1=N)c1ccccc1 (configuration not stated),i,-5.8%,-8.5%,45.0%,-0.8,-12.9%,6.7%,34.9%[activator],6.0%
Cc1cccc(-n2c(-c3ccco3)nc3c(cnn3-c3ccccc3C)c2=O)c1,?,-4.9%,-21.1%,5.7%,-0.8,-2.5%,nt,-6.0%,-6.3%
CCOC(=O)CN(C(=O)c1snc(C(N)=O)c1N)C(C(=O)NCCC(C)C)c1ccc(F)cc1 (configuration not stated),?,-16.4%,-22.3%,13.1%,-1.0,-2.0%,0.9%,0.1%,-8.4%
